Screening results from PubChem.
AT treatment: potential ataxia-telangiectasia treatments restoring KAP-1 phosphorylation. […] A-T fibroblasts, KAP-1 phosphorylation AlphaLISA; neocarzinostatin DNA damage 30 min before lysis. 320,000 tested, 0.19% active. Potency, µM (top dose mostly 57.5 µM), for inactives: at the top dose activation, most hits filed as activators. AID 485349; note: potency is the fitted concentration of half-maximal effect; % of control where 0% means no effect; nearly all actives have a fitted effect of over 45% in size
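hTERT-immortalized A-T patient fibroblasts ([…]), 500 cells/well in OPTI-MEM, 1% FBS, got compounds for 60 min, then NCS for 30 min at 37C. Lysates were then assayed for phospho-KAP-1 by AlphaLISA (anti-pKAP1 donor, anti-KAP1 acceptor beads), 6 hr at 25C.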
TSHR antagonist: antagonists of human thyroid stimulating hormone receptor; activity change, negative = inhibition, % at 11.5 µM; 330,000 tested, 0.2% active; P16473; TSHR-expressing cells, TSH-stimulated cAMP HTRF, 2 h; hits give low values;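 active = activity change below a set negative limit, meaning inhibition stronger than a set level, cut at about -70% in these data; inconclusive = activity change between two set negative limits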; note: % is set by controls: 0 for no effect and ±100 for the full control effect
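TSHR-expressing cells, 200/well, pre-treated with compound, then stimulated with EC80 TSH (4nM final) for 2 hours at 37 deg C. cAMP measured by competitive HTRF: anti-cAMP cryptate antibody in lysis buffer plus cAMP-d2, read after 30 minutes at room temperature.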
ASM inhibitor: blocks human secretory acid sphingomyelinase; P17405; placental ASM, HMU-PC fluorogenic substrate, 60 min; Potency, µM (highest dose often 57.5 µM), without a hit: top-dose activity change, negative = inhibition, actives largely listed as inhibitors; 340,000 tested, 0.006% active; AID 504937; note: potency is the fitted concentration of half-maximal effect
Target sequence (P17405 47-631 limits assumed): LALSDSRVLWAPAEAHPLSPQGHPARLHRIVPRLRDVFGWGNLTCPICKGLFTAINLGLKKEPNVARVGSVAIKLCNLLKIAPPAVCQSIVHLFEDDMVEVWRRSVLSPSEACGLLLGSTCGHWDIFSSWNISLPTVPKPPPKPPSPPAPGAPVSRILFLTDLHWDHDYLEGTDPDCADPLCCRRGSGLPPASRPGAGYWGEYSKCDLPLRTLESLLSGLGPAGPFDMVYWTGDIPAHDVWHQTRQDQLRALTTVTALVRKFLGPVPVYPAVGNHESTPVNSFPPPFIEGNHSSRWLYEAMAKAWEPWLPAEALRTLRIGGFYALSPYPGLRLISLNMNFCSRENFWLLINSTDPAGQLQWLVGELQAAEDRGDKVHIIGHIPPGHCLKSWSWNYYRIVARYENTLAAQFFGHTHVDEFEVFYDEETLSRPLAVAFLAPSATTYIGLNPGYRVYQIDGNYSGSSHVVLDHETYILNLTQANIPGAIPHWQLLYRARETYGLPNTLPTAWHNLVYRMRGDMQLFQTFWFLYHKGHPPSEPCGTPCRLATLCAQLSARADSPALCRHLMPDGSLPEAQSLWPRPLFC
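Human placenta-derived ASM preincubated with compound 10 min at room temperature, then reacted with 9 uM (final) fluorogenic HMU-PC substrate for 60 min at 37 C. Stop solution raises pH to 10; fluorescence read at Ex 386/Em 447 nm.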
Tb PFK inh: blocks T. brucei phosphofructokinase; O15648; Potency, µM (top dose mostly 57.5 µM), for inactives: at the highest dose activity, negative = inhibition, usual class: inhibitors; T. brucei PFK, ADP-Glo luminescence; 330,000 tested, 0.17% active;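 note: potency is the fitted concentration of half-maximal effect; 0% = uninhibited 1x PFK enzyme wells and -100% = no-enzyme wells; nearly all actives have a fitted effect of over 60% in size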
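ADP-Glo luminescence quantified ADP after 45 min at room temperature, with 1.25 nM T. brucei PFK, 0.1 mM ATP and 0.5 mM fructose-6-phosphate in pH 8.0 TEA buffer. qHTS titrations up to 57 µM; curves classified by quality.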
a7 integrin act: integrin-mediated muscular dystrophy alleviation activation. alpha7betagal myoblasts, beta-gal FDG fluorescence, 48 h. Potency, µM (doses to about 38.3 µM), inactives show at the highest dose activation, actives largely listed as activators. 350,000 tested, 0.064% active. AID 624291;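 note: potency is the fitted concentration of half-maximal effect; 100% = response of the positive control SU9516; nearly all actives have a fitted effect of over 60% in size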
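Alpha7betagal+/- myoblasts (passage 13) were plated 16-24 hr, then exposed to compounds (1:260 dilution of DMSO stock) for 48 hours at 37C. After MPER lysis, β-galactosidase reporter activity was read as FDG fluorescence (ex 480/em 540) after 30 minutes.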
Eya2 phos inh: inhibitors of human Eya2 phosphatase activity | O00167 | recombinant Eya2, OMFP fluorescence dephosphorylation (OMFP is methylfluorescein phosphate) | Potency, µM (series often up to 76.9 µM), inactives show at the top dose activity, negative = inhibition, most hits filed as inhibitors | 330,000 tested, 0.006% active | AID 488837; note: potency is the fitted concentration of half-maximal effect; % is set by controls: 0 for no effect and ±100 for the full control effect
Target sequence (O00167 whole entry, looked up): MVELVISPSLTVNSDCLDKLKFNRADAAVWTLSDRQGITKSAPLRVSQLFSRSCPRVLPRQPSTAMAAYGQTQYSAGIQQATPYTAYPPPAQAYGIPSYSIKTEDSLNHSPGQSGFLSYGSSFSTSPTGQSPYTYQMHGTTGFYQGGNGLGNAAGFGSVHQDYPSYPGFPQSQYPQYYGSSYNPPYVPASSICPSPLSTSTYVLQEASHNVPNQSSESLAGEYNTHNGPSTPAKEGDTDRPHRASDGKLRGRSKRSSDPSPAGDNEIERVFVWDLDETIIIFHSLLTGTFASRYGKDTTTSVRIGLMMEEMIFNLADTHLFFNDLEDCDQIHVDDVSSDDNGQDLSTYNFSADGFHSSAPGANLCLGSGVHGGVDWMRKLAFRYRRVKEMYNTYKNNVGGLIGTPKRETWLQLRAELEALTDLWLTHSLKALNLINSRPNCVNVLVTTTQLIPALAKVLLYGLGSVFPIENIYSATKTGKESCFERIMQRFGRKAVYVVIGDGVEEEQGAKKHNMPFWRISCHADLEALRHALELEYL
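Eya2 (0.2 uM) preincubated 10 min at ambient with compound, then OMFP substrate added at 50 uM; 10 min reaction in 50 mM HEPES pH 7.5, 50 mM NaCl, 5 uM MgCl2, 0.05% BSA, 1 mM DTT. Fluorescence read at Ex 485/Em 525 nm.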
PTAP TSG101 blk: blocks PTAP/TSG101 interaction to inhibit HIV-1 budding. Q99816. Fluorescence polarization, FITC-PTAP peptide / Tsg101 binding. AID 493005. 340,000 tested, under 10 active. Potency, µM (doses to about 115 µM), for the others: at the highest dose activity change, negative = inhibition, hits mostly inhibitors; active = well fitted inhibition curve with a large enough effect in the main read-out, with a control signal flat, not every such curve was filed as active; inconclusive = small, poorly fitted or top-dose-only effect, or effect the other way, or a change in a side signal; inactive = no such curve, though single readings can be large or run the other way; note: potency is the fitted concentration of half-maximal effect; % of control where 0% means no effect
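Compounds were pin-transferred onto Tsg101 binding domain (10 uM final) in HEPES pH 7.5 buffer, then FITC-PTAP peptide was added at 50 nM final. After 20 min at RT, polarization reported peptide displacement across a qHTS concentration series.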
ELG1 repair inh: inhibitors of ELG1-dependent DNA repair in HEK293T cells; AID 504467; 330,000 tested, 2.3% active; Potency, µM (titrated, usually from 46.1 µM), inactives show at the highest dose activity change, negative = inhibition, actives largely listed as inhibitors; HEK293T ELG1-luciferase reporter, luminescence, 16 h; DNA damage induced by 5-fluorouridine; note: potency is the fitted concentration of half-maximal effect; % is set by controls: 0 for no effect and ±100 for the full control effect; nearly all actives have a fitted effect of over 55% in size
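In this reporter screen, reduction of luminescence relative to DMSO vehicle indicated activity. Compounds and 5-fluorouridine were added together to 2,000 cells per well, incubated for 16 hr at 37 °C, then developed with ONE-Glo.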
TCR activator: T cell receptor activation. AID 504894. Potency, µM (titrated, usually from 9.22 µM), for inactives: at the top dose activation of IL-2 secretion, actives largely listed as activators. primary human leukocytes, anti-CD3, IL-2 HTRF, 48 h. 330,000 tested, under 10 active; note: % of control where 0% means no effect
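IL-2 release read by HTRF sandwich (Eu cryptate donor, d2 acceptor, 665 nm emission) after 48 hr exposure of primary human leukocytes to compound together with anti-CD3 beads in the absence of co-stimulatory signals.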
Mito fusion act: blocks mitochondrial division or promotes mitochondrial fusion. 320,000 tested, 0.23% active. AID 485298. Potency, µM (series often up to 46.1 µM), for inactives: top-dose growth rescue (activation), hits mostly activators. S. cerevisiae fusion-defective mutant growth rescue, CellTiterGlo 48 h;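 note: potency is the fitted concentration of half-maximal effect; % of control where 0% means no effect; nearly all actives have a fitted effect of over 45% in size; temperature-sensitive fusion mutants such as fzo1-1 at 37 °C on non-fermentable ethanol glycerol medium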
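Compounds are tested for their ability to restore growth of mitochondrial fusion-defective yeast strains at non-permissive 37C in YPEG medium over 48 hours. Viability is quantified by luciferase luminescence.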
BCR signal inh: chronic active BCR signaling inhibition. ABC-DLBCL IkBa-CBG/CBR reporter, luminescence ratio, 4 h. AID 493014. Potency, µM (titrated, usually from 46.1 µM), for inactives: at the highest dose ratio change, negative = lower green/red ratio, usual class: inhibitors. 340,000 tested, 0.05% active; active = well fitted inhibition curve with a large enough effect in the signal ratio, with a control signal flat, not every such curve was filed as active; inconclusive = small, poorly fitted or top-dose-only effect, or effect the other way, or a change in a side signal; the % refers to the signal ratio;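 note: potency is the fitted concentration of half-maximal effect; plate controls were basal doxycycline-induced cells for no effect and cells given 10 µM MG132 for full effect; MG132 reads +100%, hits lower the ratio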
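TMD8 ABC-DLBCL cells carrying doxycycline-inducible green luciferase fused to IkappaBalpha plus unfused red luciferase were exposed to compounds (up to 46 uM) for 4 hrs at 37C. Activity came from the overlap-corrected green/red luminescence ratio.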
The depositor's hits bear a star; ? = inconclusive; . = no result given; [ ] = remark or other dose. Unless noted, calls come from the whole dose curve; as a rule, active = well fitted curve in the direction sought with a large enough effect; inconclusive = small, poorly fitted or top-dose-only effect, or another doubt; inactive = no such curve, though single readings can be large; an effect the other way counts as inactive or inconclusive.

mol,AT treatment,TSHR antagonist,ASM inhibitor,Tb PFK inh,a7 integrin act,Eya2 phos inh,PTAP TSG101 blk,ELG1 repair inh,TCR activator,Mito fusion act,BCR signal inh
CCOC(=O)c1ccc(COC(=O)c2nonc2N)cc1,19.3%,14.1,-0.4%,-0.5%,-13.4%,-25.2%,-4.0%,?,-3.7%,-1.0%,-9.4%
CCOc1ccc(C(=O)NC(C(=O)NCC2CCCO2)C(C)C)cc1 (stereo not given),-10.0%,17.2,2.8%,-13.1%,10.9%,-22.1%,-1.3%,23.1µM*,3.4%,-1.0%,-19.8%
COc1cc(C(=S)N2CCOCC2)cc(OC)c1OC(=O)c1ccc(F)cc1,-4.5%,-0.1,0.7%,-1.9%,12.1%,-10.0%,-9.5%,-23.3%,6.6%,-11.9%,0.7%
CNCc1ccccc1Sc1ccc(O)c(O)c1,-9.2%,-5.6,-3.7%,-28.1%,-57.3%[inhibitor],4.4%,-0.1%,-18.3%,-2.4%[46.1 µM],-1.4%,?
O=C(Nc1ccc(S(=O)(=O)N2CCCCC2)cc1)c1ccco1,12.8%,4.9,-0.8%,-0.6%,7.3%,-21.8%,-5.0%,8.9%,1.2%,5.3%,-0.7%
CCCCOc1ncnc2c1[nH]c1ccc(OCC)cc12,3.8%,6.1,20.0%,2.8%,-7.6%,19.2%,0.4%,-10.7%,-0.1%,-3.9%,?
NC(=O)c1ncc(C(F)(F)F)cc1Oc1cccnc1,1.3%,24.2,-0.1%,-2.2%,8.0%,13.3%,-0.1%,2.7%,3.2%,0.7%,-1.5%
O=C(CSc1nc(=O)n(CCN2CCOCC2)c2c1CCCC2)Nc1ccc(F)cc1F,2.1%,-5.4,-0.5%,-8.1%,17.7%,-8.2%,-0.7%,-15.9%,2.7%,-3.4%,0.6%
NC(=O)CC[C@H](NC(=O)c1ccc(F)cc1)C(=O)OCC(=O)NCc1ccc(F)cc1,1.3%,-7.1,-0.6%,-1.0%,14.0%,11.4%,-5.5%,-12.6%,-3.5%,-13.8%,5.7%
CCOc1ccc(-c2onc(C(F)(F)F)c2-c2cscn2)c(O)c1,3.0%,-23.7,-4.4%,-3.1%,-18.8%,-6.4%,-3.3%,?,6.3%,0.2%,-0.7%
CC(=O)Nc1ccc(NC(=O)COC(=O)c2cnccn2)cc1,2.1%,-0.3,1.7%,-7.7%,-10.2%,-7.2%,-5.1%,-14.2%,4.8%,-5.2%,2.8%
COc1ccc(NC(=O)CNC(=O)c2sc3ccccc3c2Cl)c(OC)c1,11.7%,5.1,-0.7%,-0.8%,-29.1%,15.1%,0.0%,0.1%,0.3%,-1.2%,-2.7%
Cc1noc(C)c1S(=O)(=O)Nc1ccc2c(c1)C(=O)N([C@H](C)CO)C[C@H](C)[C@@H](CN(C)Cc1ccc(C(=O)O)cc1)O2,9.1%,7.4,-1.9%,0.1%,0.4%,-5.7%,-4.8%,?,-18.2%,.,-1.5%
O=C(CCNS(=O)(=O)c1ccc(Cl)cc1)NCc1cccnc1,-1.4%,9.2,4.9%,0.1%,1.2%,4.2%,-6.8%,-4.6%,1.0%,2.1%,-4.1%
CC(=O)N1CCN(CC(=O)Nc2ccccc2Sc2ccc(Cl)cc2)CC1,-0.6%,11.0,-2.2%,2.2%,-27.7%,-5.2%,-0.5%,-12.6%,-0.4%[46.1 µM],8.5%,-3.8%
CCOc1cc(CNCc2ccc(C(=O)O)cc2)ccc1OC,13.1%,20.4,-3.9%,-7.7%,20.0%,-2.3%,-0.1%,-0.1%,5.6%,-6.6%,0.0%
O=C(CC1CCCCC1)NCc1ccco1,5.8%,9.1,4.3%,14.3%,10.0%,-1.6%,-8.0%,-11.7%,-2.7%,-1.2%,2.3%
COc1ccccc1-c1c(C)nn2c(N3CCOCC3)cc(C)nc12,4.3%,4.6,6.2%,-2.8%,24.3%,-3.6%,1.1%,0.0%,2.5%,-21.8%,-5.4%
O=c1[nH][nH]c(C(F)(F)F)c1C=Nc1cccc(Cl)c1,-19.9%,12.9,-0.5%,-21.7%,12.2%,-1.1%,-2.2%,-13.9%,-2.3%,-2.3%,?
Cc1cc(C)nc(NC(=O)/C=C/c2ccccc2Cl)c1,1.0%,-20.3,-2.5%,0.0%,-23.2%,2.7%,-0.7%,?,2.8%[46.1 µM],25.1µM*,?
COc1ccc(N2CC(C(=O)N3CCC4(CC3)CC(=O)c3ccccc3O4)CC2=O)cc1 (stereo not given),4.3%,-14.3,-1.2%,0.0%,-18.4%,-0.4%,-1.4%,?,-7.1%,-4.6%,-6.0%
CC(=NCCN1CCN(C(=S)Nc2ccccc2)CC1)C1=C(O)CC(C)(C)CC1=O,6.7%,-3.3,2.4%,-0.2%,-13.8%,-10.4%,-1.1%,-3.5%,0.1%,-0.6%,4.8%
O=c1[nH]c(CSc2nnc(-c3ccncc3)n2Cc2ccco2)nc2ccccc12,3.3%,-8.6,1.2%,-1.9%,5.0%,10.2%,-4.5%,-9.8%,0.6%,-2.7%,3.2%
Cc1noc(C)c1C(=O)N1CCCC(C(=O)c2ccc(Cl)cc2)C1 (stereo not given),-0.9%,2.2,-1.7%,2.4%,4.9%,-9.2%,-6.0%,2.0%,-9.3%,-4.8%,7.3%
O=C(CSc1ccc2ccccc2n1)NC1CC1,3.9%,-18.1,3.9%,-2.1%,?,-0.3%,2.3%,?,4.3%,-4.3%,?
O=[N+]([O-])c1ccc(OCCCn2cncn2)cc1,-5.7%,4.1,3.3%,-2.5%,5.1%,-2.2%,-4.8%,14.8%,5.3%,-5.5%,3.1%
Cc1cc(C)cc(SCc2noc(C(=O)NC(C)C)c2C(=O)NC(C)C)c1,-5.0%,22.8,-0.5%,1.2%,0.1%,0.1%,-0.3%,?,-5.1%,9.6%,17.0%
COC(=O)CN(c1ccccc1)S(=O)(=O)c1ccccc1,-5.8%,8.4,-0.7%,0.1%,17.1%,4.2%,-4.1%,0.5%,-0.3%,1.0%,-0.6%
S=C(Nc1ccc(-c2nc3ccccc3[nH]2)cc1)Nc1cccnc1,-0.4%,-11.8,-20.1%,-2.0%,-13.6%,-1.5%,-1.3%,?,-4.0%,-4.4%,?
Cc1ccc(O)c(C(=O)c2cnc3c(c2)CN(C)C(=O)N3)c1,-1.3%,2.7,3.6%,-0.9%,-2.3%,1.2%,-2.3%,?,0.2%,-4.1%,?
CCCCN(C(=O)CCC(=O)Nc1cc(C)on1)C(C(=O)NC1CCCC1)c1cccc(OC)c1 (stereo not given),-0.7%,12.2,-2.3%,-6.1%,?,-15.0%,0.0%,-19.7%,-0.9%,-4.0%,12.2%
COc1ccc(NC(=O)C2CCN(S(=O)(=O)c3ccc(N4CCCC4=O)cc3)CC2)cc1OC,8.2%,12.3,-0.5%,0.8%,10.2%,8.8%,-3.7%,12.6%,-8.3%,0.5%,1.2%
O=C(Nc1ccccn1)NC1CCS(=O)(=O)C1 (stereo not given),1.5%,5.4,19.2%,0.6%,?,-2.0%,-2.3%,12.5%,0.5%,0.0%,-1.6%
CCn1c(SCC(=O)C(C)(C)C)nnc1-c1ccccc1OC,-2.2%,1.5,2.3%,2.2%,-16.1%,-9.4%,-0.8%,-11.8%,2.1%,-4.1%,0.0%
O=C(Nc1nnc(-c2ccncc2)o1)c1ccccc1,4.4%,5.9,2.3%,2.5%,1.8%,7.2%,-0.9%,-3.7%,5.1%,-2.6%,.
CC(=O)c1cccc(NC(=O)N2CCCC2C(=O)Nc2cccc(C)c2)c1 (stereo not given),0.2%,-0.9,-0.5%,0.7%,16.6%,2.1%,-0.6%,-1.0%,-2.7%,1.8%,?
